Screening results as filed in PubChem.
BoNT A protease = BoNT/A light chain protease inhibitors, primary screen, biochemical, flow cytometry, MLPCN library; Botulinum neurotoxin type A light chain protease (Clostridium botulinum A str. ATCC 3502); multiplex microsphere protease substrate cleavage; inhibition, % at 10 µM; 360,000 compounds, 0.17% hits; AID 588499, 2011; further: plate controls were buffer without enzyme for full effect and enzyme alone for no effect
3CLpro inhibitor = SARS-CoV 3CLpro protease inhibitors, primary screen, biochemical, quenched FRET; Replicase polyprotein 1ab (Severe acute respiratory syndrome coronavirus), P0C6X7; recombinant SARS-CoV 3CLpro, quenched FRET peptide cleavage; inhibition, % at 6 µM; 290,000 compounds, 0.14% hits; AID 1706, 2009; in the data active means inhibition above about 12%
PrPC TRFRET = inhibitors of human cell surface prion protein PrPC, primary screen, cell-based, TR-FRET. Major prion protein (Homo sapiens), P04156. TR-FRET read-out. inhibition, % at 13.8 µM. 370,000 compounds, 0.43% hits. AID 720596, 2013; in the data active means inhibition above about 24%; further: 0% = median of the test wells and 100% = reference compound wells
VHR inh abs = VHR1 phosphatase inhibitors, primary screen, biochemical, absorbance, uHTS. Dual specificity protein phosphatase 3 (Homo sapiens), P51452. recombinant VHR phosphatase, pNPP absorbance. inhibition, % at 13.3 µM. 290,000 compounds, 0.52% hits; in the data active means inhibition above about 50%; further: some compounds called inactive have numbers as strong as hits
MazF activator = activators of E. coli MazEF toxin-antitoxin RNase, primary screen, biochemical, fluorescence, uHTS | FAM/BHQ RNA-DNA oligo cleavage fluorescence, 5 h | Endoribonuclease toxin MazF (Escherichia coli (strain K12)), P0AE70 | activation, % at 20 µM | 350,000 compounds, 0.32% hits | AID 504720, 2011; in the data active means activation above about 50%
Target sequence (P0AE70 whole entry, looked up): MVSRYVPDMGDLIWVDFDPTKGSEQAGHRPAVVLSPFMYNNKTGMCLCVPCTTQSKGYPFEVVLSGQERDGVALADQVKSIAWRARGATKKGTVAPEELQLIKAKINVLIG
CCHF vOTU inh = CCHFV vOTU protease inhibitors, primary screen, biochemical, Pep-AMC substrate, fluorescence; inhibition, % at 11.5 µM; AID 651958, 2012; Crimean-Congo hemorrhagic fever virus L polyprotein viral ovarian tumor (vOTU) protease …; 370,000 compounds, 0.55% hits; in the data active means inhibition above about 30%; further: 0% = vehicle wells with enzyme and 100% = no enzyme wells
Rv3671c protease = Rv3671c serine protease inhibitors, primary screen, biochemical, fluorescence polarization, M. tuberculosis H37Rv; P9WHR9; inhibition, % at 5.96 µM; 320,000 compounds, 0.048% hits; AID 2606, 2010; in the data active means inhibition above about 38%;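 further: extracellular domain of Rv3671c used as enzyme; 0% = enzyme with DMSO and 100% = no enzyme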
Anthrax LF inh2 = Bacillus anthracis LF protease inhibitors, primary screen, biochemical, multiplex microsphere, MLPCN library | Lethal factor (Bacillus anthracis), P15917 | multiplex microsphere protease cleavage assay | inhibition, % at 10 µM | 360,000 compounds, 0.12% hits; further: plate controls were buffer without enzyme for full effect and enzyme alone for no effect
Target sequence (P15917 whole entry, looked up): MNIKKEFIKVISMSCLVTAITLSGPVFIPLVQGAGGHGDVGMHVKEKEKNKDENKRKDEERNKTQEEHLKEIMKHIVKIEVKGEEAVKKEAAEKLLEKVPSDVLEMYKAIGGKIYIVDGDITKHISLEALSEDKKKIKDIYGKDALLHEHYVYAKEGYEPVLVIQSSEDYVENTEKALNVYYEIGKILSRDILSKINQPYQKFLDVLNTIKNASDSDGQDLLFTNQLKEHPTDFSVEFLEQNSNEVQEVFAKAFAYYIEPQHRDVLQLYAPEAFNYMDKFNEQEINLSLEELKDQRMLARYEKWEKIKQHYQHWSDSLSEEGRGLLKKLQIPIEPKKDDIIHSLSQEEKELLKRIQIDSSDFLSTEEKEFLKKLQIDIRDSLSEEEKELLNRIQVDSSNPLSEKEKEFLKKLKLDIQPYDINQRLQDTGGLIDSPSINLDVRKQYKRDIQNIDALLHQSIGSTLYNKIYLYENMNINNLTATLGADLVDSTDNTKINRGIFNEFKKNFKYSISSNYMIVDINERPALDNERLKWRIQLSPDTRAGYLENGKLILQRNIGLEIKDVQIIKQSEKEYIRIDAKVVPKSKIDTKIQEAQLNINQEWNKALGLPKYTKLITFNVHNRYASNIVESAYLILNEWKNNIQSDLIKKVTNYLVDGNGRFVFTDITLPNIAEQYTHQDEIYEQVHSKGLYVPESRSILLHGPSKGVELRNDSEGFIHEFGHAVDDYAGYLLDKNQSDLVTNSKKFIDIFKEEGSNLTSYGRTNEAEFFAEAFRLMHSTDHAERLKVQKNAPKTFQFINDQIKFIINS
SSB-PriA inh = inhibitors of Klebsiella pneumoniae PriA binding to SSB C-terminal tail, primary screen, biochemical, AlphaScreen. PriA–SSB C-terminal tail interaction (Klebsiella pneumoniae). AlphaScreen SSBct-PriA binding, biotinylated peptide. inhibition, % at 33 µM. 430,000 compounds, 0.6% hits; in the data active means inhibition mostly above about 37%, no sharp cut-off; inactive means mostly below about 20%;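 further: plate controls were negative control peptide for no effect and reference peptide for full effect; strong numbers were not always called active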
BoNT F protease = BoNT/F light chain protease inhibitors, primary screen, biochemical, flow cytometry, MLPCN library. Botulinum neurotoxin type F light chain protease (Clostridium botulinum). Multiplex microsphere protease cleavage assay. inhibition, % at 10 µM. 360,000 compounds, 0.22% hits; in the data active means inhibition above about 35%, passing the limit was not always enough; inconclusive means no clear call, values can overlap the other calls; further: plate controls were buffer without enzyme for full effect and enzyme alone for no effect
Numbers without * were called inactive; ? = inconclusive; / = no result given. Unless noted, no stated cut-off is given here; in the data, active means inhibition above about 30%; inconclusive means no clear call, values can overlap the other calls; inactive means below that. The list is partial; count on the stated rates, not on these rows.

cpd	Structure	VHR inh abs	Anthrax LF inh2	Rv3671c protease	MazF activator	BoNT A protease	SSB-PriA inh	PrPC TRFRET	3CLpro inhibitor	CCHF vOTU inh	BoNT F protease
1	CN1CCN(c2ccccc2NC(=O)c2ccc(-c3ccccc3)cc2)CC1	-5	6	0	12	-0.6	11	-6	-4	21	2
2	O=C(COC(=O)c1cc(S(=O)(=O)N2CCOCC2)ccc1O)NCCc1ccccc1	35	-2	6	-8	-1.1	-7	4	0	-1	-20
3	CC1CCN(CC(=O)Nc2nn(-c3ccccc3)nc2C(N)=O)CC1	14	0	11	6	0.5	-2	5	-4	-1	-2
4	CC1=NN(c2nc(-c3ccc(C)cc3)cs2)C(=O)C1N=Nc1cccc(O)c1 (configuration not stated)	-5	-10	5	11	-1.7	2	-3	-4	8	-14
5	Cc1noc(C)c1COC(=O)C(c1ccccc1)c1ccccc1	17	-6	-3	-3	-1.1	-17	-6	0	6	-3
6	COc1ccc(-c2nnc(SCc3ncc(-c4ccccc4)o3)o2)cc1	-4	5	-12	3	-0.7	-1	5	3	3	-7
7	COc1ccc(C2Nc3ccccc3C(=O)N2Cc2ccccc2)cc1Cn1nnc2ccccc21 (configuration not stated)	19	-5	-4	7	0.7	0	-1	4	15	-4
8	Cc1ccc(N2C(=O)NC(NC(=O)C(C)(C)C)(C(F)(F)F)C2=O)cc1 (configuration not stated)	13	1	9	4	0.0	1	3	5	1	-1

3 structures from above, arranged by formula weight, smallest number first.
cpd	Structure	VHR inh abs	Anthrax LF inh2	Rv3671c protease	MazF activator	BoNT A protease	SSB-PriA inh	PrPC TRFRET	3CLpro inhibitor	CCHF vOTU inh	BoNT F protease
5	Cc1noc(C)c1COC(=O)C(c1ccccc1)c1ccccc1	17	-6	-3	-3	-1.1	-17	-6	0	6	-3
1	CN1CCN(c2ccccc2NC(=O)c2ccc(-c3ccccc3)cc2)CC1	-5	6	0	12	-0.6	11	-6	-4	21	2
4	CC1=NN(c2nc(-c3ccc(C)cc3)cs2)C(=O)C1N=Nc1cccc(O)c1 (configuration not stated)	-5	-10	5	11	-1.7	2	-3	-4	8	-14

Next part:
cpd	Structure	VHR inh abs	Anthrax LF inh2	Rv3671c protease	MazF activator	BoNT A protease	SSB-PriA inh	PrPC TRFRET	3CLpro inhibitor	CCHF vOTU inh	BoNT F protease
9	O=C(CSc1ccc(-c2cccc([N+](=O)[O-])c2)nn1)N1CCCCCC1	22	-2	1	2	-3.2	17	-29	5	6	-20
10	COc1cc([N+](=O)[O-])ccc1NC(=O)Oc1ccc(NC(C)=O)cc1	5	6	-4	3	-0.3	18	9	-4	-2	?
11	Cn1c(C(=O)N2CCCC(C(=O)NCc3ccc4c(c3)OCO4)C2)cc2sccc21 (configuration not stated)	21	-3	-8	-3	0.1	7	-1	0	-1	1
12	CCOC(=O)C1=CN(Cc2cccc(F)c2)S(=O)(=O)NC1CCc1ccccc1 (configuration not stated)	/	-4	/	3	-0.1	-12	15	/	26	0
13	Cc1cc(CSc2ccc(Cl)cc2)ccc1N	/	-6	/	-7	-0.5	-17	10	/	8	-7
14	COc1cccc(C(C)(O)c2nc(-c3ccc4c(c3)OCO4)cs2)c1 (configuration not stated)	/	0	/	/	-0.6	/	1	/	-1	-3
15	CC(=O)c1ccc(N2CCN(S(=O)(=O)c3ccc4c(c3)C(Cl)(Cl)C(=O)N4)CC2)cc1	/	1	/	/	0.2	/	-8	/	18	6
16	Nc1nnc2cc(Cl)ccc2n1	/	1	/	-5	0.9	1	-59	/	4	0

Next section:
cpd	Structure	VHR inh abs	Anthrax LF inh2	Rv3671c protease	MazF activator	BoNT A protease	SSB-PriA inh	PrPC TRFRET	3CLpro inhibitor	CCHF vOTU inh	BoNT F protease
17	CN1C(=O)C(O)(c2sc(N)nc2-c2ccccc2)c2ccccc21 (configuration not stated)	11	-1	2	-1	0.2	-6	-3	0	12	12
18	CCN1C(=O)[C@H]2[C@@H](c3ccc(-c4ccccc4)cc3)N[C@@](CC(C)C)(C(=O)OC)[C@H]2C1=O	/	1	5	-1	-0.7	-25	-4	/	-1	-2
19	CCc1nc2ccc(C(=O)NCCCN(C)C)cn2c1N(C)Cc1ccc(OC)cc1	/	-6	/	/	-0.2	/	-10	/	3	-3
20	CCN(CC)S(=O)(=O)c1ccc2[nH]c(=O)cc(C(=O)Nc3ccccc3N3CCCC3)c2c1	1	-2	-1	8	-1.1	-5	-8	7	8	8
21	O=C(CCN1C(=O)C2CC=C(Cl)CC2C1=O)Nc1ccccc1O (configuration not stated)	1	-7	11	-2	-0.8	-7	-8	0	2	-5
22	O=c1[nH]n2c(=O)c3c([nH]c2c1N=Nc1cccc(Cl)c1)CCC3	-8	0	13	-12	0.4	3	-14	2	23	-1
23	CN(Cc1ccccc1)S(=O)(=O)c1ccc(OCC(=O)NCc2ccccn2)cc1	-25	-8	6	1	-3.6	3	3	-8	1	-8
24	O=C(NC1CCCCC1)C(c1cccnc1)N(C(=O)c1ccc(Cl)nc1)C1CCCCC1 (configuration not stated)	8	-2	3	-10	-1.1	6	4	7	-6	-8

Molecules above with a nitro group on carbon (two):
cpd	Structure	VHR inh abs	Anthrax LF inh2	Rv3671c protease	MazF activator	BoNT A protease	SSB-PriA inh	PrPC TRFRET	3CLpro inhibitor	CCHF vOTU inh	BoNT F protease
9	O=C(CSc1ccc(-c2cccc([N+](=O)[O-])c2)nn1)N1CCCCCC1	22	-2	1	2	-3.2	17	-29	5	6	-20
10	COc1cc([N+](=O)[O-])ccc1NC(=O)Oc1ccc(NC(C)=O)cc1	5	6	-4	3	-0.3	18	9	-4	-2	?

New compounds follow
cpd	Structure	VHR inh abs	Anthrax LF inh2	Rv3671c protease	MazF activator	BoNT A protease	SSB-PriA inh	PrPC TRFRET	3CLpro inhibitor	CCHF vOTU inh	BoNT F protease
25	CC(C)n1ncc2c(C(=O)N3CCN(c4ccc(F)cc4)CC3)cc(-c3ccccc3)nc21	/	4	-8	3	-0.5	7	7	/	3	-7
26	Cc1csc(SCC(=O)Nc2nncs2)n1	14	0	-5	6	0.2	-4	2	1	1	9
27	Nc1ccc2nc(-c3cccc(-c4nc5ccc(N)cc5[nH]4)c3)[nH]c2c1	6	-9	25	-9	-1.9	17	13	-15	6	-76
28	COc1ccc(C(=O)NC2CCN(CC(=O)NCc3ccccc3F)CC2)cc1	2	20	1	-9	0.7	-7	-8	-2	-1	1
29	COc1cccc(Nc2nc3ccc(C(=O)c4ccccc4)cc3n3cnnc23)c1	31	-5	-5	-5	-0.3	-9	4	-4	-4	-3
30	CCN(c1ccccc1)S(=O)(=O)c1ccc(OC)c(NC(=O)CNCC(C)O)c1 (configuration not stated)	-3	-2	-2	8	0.3	-13	0	0	-11	3
31	Cc1ccc(NC(=O)Cn2c(=O)oc3ccccc32)cc1	20	1	-3	9	0.8	9	1	-4	5	2
32	CC1Nc2nc(NC(=O)C(C)(C)C)[nH]c(=O)c2N(C)C1C (configuration not stated)	-13	-4	5	2	-0.4	-14	2	2	-13	1

Record cards, as listed above. Order of values: VHR inh abs	Anthrax LF inh2	Rv3671c protease	MazF activator	BoNT A protease	SSB-PriA inh	PrPC TRFRET	3CLpro inhibitor	CCHF vOTU inh	BoNT F protease
COc1cccc(Nc2nc3ccc(C(=O)c4ccccc4)cc3n3cnnc23)c1 is entered as 31	-5	-5	-5	-0.3	-9	4	-4	-4	-3
CCN(c1ccccc1)S(=O)(=O)c1ccc(OC)c(NC(=O)CNCC(C)O)c1 (configuration not stated) is entered as -3	-2	-2	8	0.3	-13	0	0	-11	3
Nc1ccc2nc(-c3cccc(-c4nc5ccc(N)cc5[nH]4)c3)[nH]c2c1 is entered as 6	-9	25	-9	-1.9	17	13	-15	6	-76
Cc1ccc(NC(=O)Cn2c(=O)oc3ccccc32)cc1 is entered as 20	1	-3	9	0.8	9	1	-4	5	2

Further records follow:
cpd	Structure	VHR inh abs	Anthrax LF inh2	Rv3671c protease	MazF activator	BoNT A protease	SSB-PriA inh	PrPC TRFRET	3CLpro inhibitor	CCHF vOTU inh	BoNT F protease
33	CC1CCC2(CC1)NC(=O)N(Cc1nnc(-c3cccs3)o1)C2=O (configuration not stated)	7	2	7	5	-0.7	-5	5	-2	-8	-6
34	Cc1noc(C)c1C(=O)N1CCN(Cc2ccc3c(c2)OCO3)CC1	8	-4	0	5	1.6	-17	-2	-3	-1	4
35	O=C(CCc1ccccc1)NNC(=O)c1ccccn1	-1	-2	4	6	-2.0	2	0	2	9	-2
36	O=C(CSC1c2ccccc2-c2ccccc21)N/N=C/c1ccccc1O	31	-10	-4	5	-1.5	/	0	1	6	-17
37	COc1ccc(C2c3c(oc4ccccc4c3=O)C(=O)N2c2ccccn2)cc1OC (configuration not stated)	3	-3	-7	11	0.1	-8	4	2	-1	2
38	COc1cccc(/C=C/C(=O)NNC(=O)c2cc(C)oc2C)c1	/	/	-8	0	/	-15	7	/	12	/
39	COc1ccc(C(=O)NNC(=O)C2CCN(S(=O)(=O)c3ccc(C)cc3)CC2)cc1	30	-2	7	-4	-0.8	-16	-16	-5	3	0
40	Cc1nc2ccc(Br)cc2c(-c2ccccc2)c1C(=O)O	7	1	4	3	1.9	-4	62*	0	2	?

(more compounds)
cpd	Structure	VHR inh abs	Anthrax LF inh2	Rv3671c protease	MazF activator	BoNT A protease	SSB-PriA inh	PrPC TRFRET	3CLpro inhibitor	CCHF vOTU inh	BoNT F protease
41	COc1ccc(N=C2NN=C(c3ccc4c(c3)OCCO4)CS2)cc1	-23	-4	5	4	0.2	31	-7	5	-8	-2
42	Cc1ccc(S(=O)(=O)NCCC(=O)Nc2cccc(S(N)(=O)=O)c2)cc1C	22	1	1	6	0.2	0	1	0	7	3
43	COc1ccc(/C=C2\SC(=S)N(CCCC(=O)N3CCOCC3)C2=O)cc1	10	-2	0	3	2.5	6	3	0	-3	2
44	CC(=O)N1c2ccc(S(=O)(=O)N3CCC(C(=O)N4CCN(c5ccccc5F)CC4)CC3)cc2CC1C (configuration not stated)	-6	-1	-15	-3	1.2	1	13	5	12	-4
45	Cc1ccc(S(=O)(=O)CCC(=O)OCC(=O)c2ccc(C)c(C)c2)cc1	-5	1	-13	-1	-0.1	-19	-4	-3	8	-6
46	CC1CCCCN1Cc1ccc(-c2nn[nH]n2)cc1 (configuration not stated)	10	3	5	6	-0.1	-18	1	-6	-11	-7
47	CC(C)CN1C(=O)c2ccc(C(=O)Nc3ccc(O)cc3C(=O)O)cc2C1=O	-11	8	-1	6	3.5	7	-2	1	2	16
48	CCC(c1nnc(SCC(=O)NNC(=O)c2ccccc2)n1Cc1ccccc1)N(C)C (configuration not stated)	/	-1	-9	-1	0.9	-2	2	/	-4	-6
